High-throughput results as filed in PubChem.
Cneo AK release – Cryptococcus neoformans cell lysis inducers, primary screen, AK release luminescence, single concentration; C. neoformans lysis, adenylate kinase release luminescence, 4 h; normalised: neutral wells 0, clomiphene wells 100; lysis activity, % at 15 µM; actives 0.2% (n = 360,000); AID 651654, 2012;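 active means mean lysis activity across replicates of at least 80%, whatever share of replicates individually reach that level; inactive means mean lysis activity below 80%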
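Material – Cryptococcus neoformans yeast cells · Quantity – 5 × 10^6 yeast cells/mL · Buffer or medium – YPD medium · Compound – single dose · Timing – 4 h static compound exposure, 37 °C, read 1 h post-reagent · Signal – adenylate kinase release luminescence · Read-out basis – lysis from increased AK signal · Benchmarks – Clomiphene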
ARNT TACC3 PPI – disruptors of ARNT/TACC3 protein interaction, primary screen, biochemical, AlphaScreen, single concentration; inhibition, % at 9.99 µM; Transforming acidic coiled-coil-containing protein 3 (Homo sapiens), Q9Y6A5; AlphaScreen His-ARNT PAS-B/GST-TACC3 binding, luminescence; TACC3 fragment carries E629A point mutation; actives 0.66% (n = 390,000);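 active means mean inhibition of replicates at least 50% and at least half of replicates each reaching 50%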;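 further: 0% = complete ARNT plus TACC3 wells and 100% = ARNT alone without TACC3; many hits fall short of the cut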
PglD DTNB – C. jejuni PglD acetyltransferase inhibitors, primary screen, biochemical, DTNB colorimetric, single point | actives 0.098% (n = 360,000) | purified PglD enzyme, DTNB colorimetric CoA detection | inhibition, % at 12.5 µM | UDP-N-acetylbacillosamine N-acetyltransferase PglD (Campylobacter jejuni); in the data active means inhibition above about 16%, passing the limit was not always enough; further: strong numbers were not always called active
An asterisk follows results filed as active. Not all compounds are listed; rates above refer to the full screens.

Results for O=C(NC1CCCCCC1)C1CC(=O)N(Cc2ccccc2)C1 (configuration not stated) ?
Cneo AK release: 0; ARNT TACC3 PPI: -2; PglD DTNB: -3

What do the screens show for `Cc1ccccc1C(=O)Nc1ccc(N2CCOCC2)nc1`?
Cneo AK release: 1; ARNT TACC3 PPI: 0; PglD DTNB: 1

How did Cn1c(=O)c(=O)n(C)c2cc(S(=O)(=O)N3CCc4ccccc43)ccc21 do in these assays?
Cneo AK release: 0; ARNT TACC3 PPI: -9; PglD DTNB: 9

What do the screens show for `O=C(CSc1nnc2scc(-c3ccccc3)n12)NCc1ccc2c(c1)OCO2`?
Cneo AK release: -1; ARNT TACC3 PPI: 4; PglD DTNB: 0

How did CCOC(=O)c1cnc(SC)nc1Oc1cccc(NS(=O)(=O)c2ccc(Cl)cc2)c1 do in these assays?
Cneo AK release: -10; ARNT TACC3 PPI: -3; PglD DTNB: 5

What do the screens show for `CC(C)NC(=O)COC(=O)c1ccc(NS(=O)(=O)c2ccc3c(c2)OCCO3)cc1`?
Cneo AK release: 0; ARNT TACC3 PPI: -3; PglD DTNB: -2

Results for CC(C)=CCC(C)(C)C1OCCN1C(=O)c1ccccc1 (configuration not stated) ?
Cneo AK release: 3; ARNT TACC3 PPI: 1; PglD DTNB: 6

How did O=C(CCn1cnc2ccccc2c1=O)Nc1ccc(Cl)c(Cl)c1 do in these assays?
Cneo AK release: 0; ARNT TACC3 PPI: -4; PglD DTNB: -3

Results for O=C(COC(=O)C12CC3CC(CC(C3)C1)C2)Nc1ccc2[nH]c(=O)[nH]c2c1 ?
Cneo AK release: -1; ARNT TACC3 PPI: -5; PglD DTNB: 1

What do the screens show for `Cc1csc(Sc2ccc([N+](=O)[O-])cc2C(=O)OCC(=O)NC(=O)NC(C)(C)C)n1`?
Cneo AK release: 1; ARNT TACC3 PPI: -11; PglD DTNB: 1

What do the screens show for `O=C(NC1(C(F)(F)F)NC(=O)N(Cc2ccccc2)C1=O)c1cccs1` (configuration not stated)?
Cneo AK release: 1; ARNT TACC3 PPI: -2; PglD DTNB: 0

Results for Cc1cc(C)cc(OCc2ccc(C(=O)O)o2)c1 ?
Cneo AK release: 1; ARNT TACC3 PPI: 5; PglD DTNB: -1

How did O=C(CSc1ccc2ccccc2n1)c1ccc2c(c1)OCO2 do in these assays?
Cneo AK release: -1; ARNT TACC3 PPI: 6; PglD DTNB: 4

Results for CCOC(=O)c1nnc(-c2cccs2)nc1NC(C)C ?
Cneo AK release: 1; ARNT TACC3 PPI: 9; PglD DTNB: 4

What do the screens show for `O=[N+]([O-])c1ccc(N2CCCCCC2)c([N+](=O)[O-])c1`?
Cneo AK release: -2; ARNT TACC3 PPI: 2; PglD DTNB: -8

What do the screens show for `Cc1cc(NC(=O)CCN2C(=O)C3C4CCC(C4)C3C2=O)c(C)cc1Br` (configuration not stated)?
Cneo AK release: 2; ARNT TACC3 PPI: 1; PglD DTNB: 1

Results for Cc1oc(-c2ccc(Cl)cc2)nc1CN1CCC(C(=O)NCCCN2CCOCC2)CC1 ?
Cneo AK release: -2; ARNT TACC3 PPI: -10; PglD DTNB: 6

What do the screens show for `CCc1cc2c(CN3CCN(CC)CC3)cc(=O)oc2cc1O`?
Cneo AK release: -4; ARNT TACC3 PPI: 2; PglD DTNB: 2

How did CC(=O)c1c(C(C)=O)c(C)n(NC(=O)c2ccc(Cl)cc2)c1C do in these assays?
Cneo AK release: 0; ARNT TACC3 PPI: 15; PglD DTNB: 1

How did CC(C)CCNC(=O)[C@H](CC(C)C)NC(=O)[C@H]1O[C@@H]1C(=O)O do in these assays?
Cneo AK release: 6; ARNT TACC3 PPI: -17; PglD DTNB: 2

Results for CCOC(=O)CSc1nc2ccccc2c(=O)n1CCN1CCOCC1 ?
Cneo AK release: 1; ARNT TACC3 PPI: 4; PglD DTNB: -3

What do the screens show for `Cc1ccc(C)c(N2CCN(C(=O)c3ccc4nc(-c5ccco5)c(-c5ccco5)nc4c3)CC2)c1`?
Cneo AK release: 2; ARNT TACC3 PPI: -9; PglD DTNB: 0

What do the screens show for `O=C(N(Cc1ccccc1)c1ccccn1)C12CC3CC(CC(C3)C1)C2`?
Cneo AK release: -1; ARNT TACC3 PPI: 1; PglD DTNB: 6

What do the screens show for `O=C(Nc1cccc(F)c1)Nc1ccccn1`?
Cneo AK release: 6; ARNT TACC3 PPI: 4; PglD DTNB: -3

Results for COC(=O)CCn1nnc(-c2ccc(C)cc2)n1 ?
Cneo AK release: -2; ARNT TACC3 PPI: 6; PglD DTNB: -2

How did Cc1oc2c(O)c(O)ccc2c(=O)c1-c1cnn(-c2ccccc2)c1 do in these assays?
Cneo AK release: 0; ARNT TACC3 PPI: 12; PglD DTNB: -5

How did COc1ccc(-c2noc(CCCC(=O)O)n2)cc1 do in these assays?
Cneo AK release: 2; ARNT TACC3 PPI: -3; PglD DTNB: 3

What do the screens show for `CN(Cc1nc(-c2ccc(Cl)cc2)no1)C(=O)c1ccc2c(c1)OCO2`?
Cneo AK release: -9; ARNT TACC3 PPI: 1; PglD DTNB: 1

Results for Cc1ccc(-c2nn(CC(=O)NC(C)c3ccccc3)c(=O)c3ccccc23)cc1 (configuration not stated) ?
Cneo AK release: -11; ARNT TACC3 PPI: -1; PglD DTNB: 1

What do the screens show for `COC(=O)c1nn(-c2ccc(Cl)cc2)c(=O)cc1Sc1ccccn1`?
Cneo AK release: 4; ARNT TACC3 PPI: 9; PglD DTNB: -2

How did Cc1cccc(C)c1OCC(=O)Nc1ncn[nH]1 do in these assays?
Cneo AK release: -3; ARNT TACC3 PPI: 5; PglD DTNB: 6

How did COC(=O)c1c(C)oc2ccc(N(C(=O)Oc3ccccc3)S(=O)(=O)c3ccc(Cl)c([N+](=O)[O-])c3)cc12 do in these assays?
Cneo AK release: -3; ARNT TACC3 PPI: -3; PglD DTNB: 3

Results for CCN1CCCC1CNC(=O)CSc1cc(=O)n(C)c2cc(Cl)ccc12 (configuration not stated) ?
Cneo AK release: 0; ARNT TACC3 PPI: 9; PglD DTNB: 1

How did Cc1cc(C)c(NC(=O)NC(=O)c2cccc(F)c2)c(C)n1 do in these assays?
Cneo AK release: 1; ARNT TACC3 PPI: 0; PglD DTNB: 1

What do the screens show for `CCC1(CC)C(=O)N(C)C(=O)NC1=Nc1ccccc1`?
Cneo AK release: -1; ARNT TACC3 PPI: -1; PglD DTNB: 0

What do the screens show for `CCOC(=O)n1ccc(C(=O)Nc2ccccc2F)n1`?
Cneo AK release: 3; ARNT TACC3 PPI: 31; PglD DTNB: -2

How did O=C(NCCC1=CCCCC1)C1CCN(C(=O)Nc2ccccc2)CC1 do in these assays?
Cneo AK release: -3; ARNT TACC3 PPI: 9; PglD DTNB: -5

Results for CN(Cc1cc2ccccc2[nH]c1=O)S(C)(=O)=O ?
Cneo AK release: 8; ARNT TACC3 PPI: -2; PglD DTNB: 0

What do the screens show for `COc1ccc(N2CC(C(=O)OCC(=O)c3cccc(OC)c3)CC2=O)cc1` (configuration not stated)?
Cneo AK release: 3; ARNT TACC3 PPI: -33; PglD DTNB: 0

How did CCOC(=O)c1cnc(-n2nc(C)cc2C)nc1Nc1cccc(C(C)=O)c1 do in these assays?
Cneo AK release: -2; ARNT TACC3 PPI: 8; PglD DTNB: 3

How did S=C(Nc1ccccc1)Nc1ccc(OCc2ccc(Cl)cc2Cl)cc1 do in these assays?
Cneo AK release: 5; ARNT TACC3 PPI: -10; PglD DTNB: -1

How did O=C(c1ccccn1)N1CCN(c2ccc(C(F)(F)F)cn2)CC1 do in these assays?
Cneo AK release: 2; ARNT TACC3 PPI: 16; PglD DTNB: 0

What do the screens show for `Cc1nnc(SCc2nc(N)nc(Nc3ccccc3)n2)s1`?
Cneo AK release: -5; ARNT TACC3 PPI: 9; PglD DTNB: 2

How did C/[N+]([O-])=C\c1ccc([N+](=O)[O-])o1 do in these assays?
Cneo AK release: 0; ARNT TACC3 PPI: -13; PglD DTNB: 4

Results for COc1ccc(S(=O)(=O)Nc2ccc(Cl)cn2)c(C)c1C ?
Cneo AK release: -4; ARNT TACC3 PPI: 9; PglD DTNB: -5

How did COc1cccc(NC(=O)c2ccn(C)n2)c1 do in these assays?
Cneo AK release: -10; ARNT TACC3 PPI: -1; PglD DTNB: -4

What do the screens show for `O=C1CCCN1CCCNc1ccc(S(=O)(=O)N2CCCCC2)cn1`?
Cneo AK release: 0; ARNT TACC3 PPI: 4; PglD DTNB: 4

How did Cc1nn(-c2ccccc2)c(C)c1C(=O)OCC(=O)Nc1ccc2c(c1)OCO2 do in these assays?
Cneo AK release: -3; ARNT TACC3 PPI: 1; PglD DTNB: 5

How did Cc1ccccc1N=Cc1cccc(O)c1O do in these assays?
Cneo AK release: -4; ARNT TACC3 PPI: -4; PglD DTNB: -1

How did CCN(CC)S(=O)(=O)c1ccc(Oc2ccc(S(=O)(=O)N(CC)CC)cc2)cc1 do in these assays?
Cneo AK release: -3; ARNT TACC3 PPI: 2; PglD DTNB: -1

What do the screens show for `O=c1oc2ccccc2cc1-c1cn2cccnc2n1`?
Cneo AK release: 1; ARNT TACC3 PPI: -5; PglD DTNB: 4

Results for CC(C)c1ccc(-c2nc(N3CCCC3)nc3n[nH]c(N)c23)cc1 ?
Cneo AK release: 1; ARNT TACC3 PPI: -6; PglD DTNB: 2

What do the screens show for `O=C(OCc1nc2ccccc2s1)c1cccs1`?
Cneo AK release: 1; ARNT TACC3 PPI: -4; PglD DTNB: 11

Results for CCN1CCN(C(c2cc3cccc(C)c3[nH]c2=O)c2nnnn2Cc2ccccc2)CC1 (configuration not stated) ?
Cneo AK release: -2; ARNT TACC3 PPI: 10; PglD DTNB: -1

What do the screens show for `CC1Cc2cc(/C(O)=C3\C(=O)C(=O)N(CCN(C)C)C3c3ccccc3F)ccc2O1` (configuration not stated)?
Cneo AK release: 4; ARNT TACC3 PPI: -5; PglD DTNB: -2

How did COc1cc(-c2nnc3sc(C4CCCCC4)nn23)cc(OC)c1OC do in these assays?
Cneo AK release: 6; ARNT TACC3 PPI: 3; PglD DTNB: 4

How did O=C(O)c1ccc(S(=O)(=O)Cc2ccccc2)cc1 do in these assays?
Cneo AK release: -6; ARNT TACC3 PPI: 5; PglD DTNB: 2

How did O=C(O)c1ccc(-n2nnnc2Oc2ccccc2C(=O)N2CCOCC2)cc1 do in these assays?
Cneo AK release: 5; ARNT TACC3 PPI: 1; PglD DTNB: -4

Results for COc1nnc(-c2ccc(N3CCOCC3)c(NC(C)=O)c2)c2ccccc12 ?
Cneo AK release: -1; ARNT TACC3 PPI: 0; PglD DTNB: 4

Results for COc1ccc(C2=Nn3c(nnc3-c3ccncc3)SC2)cc1 ?
Cneo AK release: 1; ARNT TACC3 PPI: 2; PglD DTNB: -5

What do the screens show for `CCCn1c(SCC(=O)Nc2sc(C)c(C)c2C(=O)OCC)nc2c1c(=O)n(C)c(=O)n2C`?
Cneo AK release: -1; ARNT TACC3 PPI: 3; PglD DTNB: 0

Results for CC(C)NC(=S)NN(c1ccccc1)c1ccccc1 ?
Cneo AK release: 17; ARNT TACC3 PPI: 1; PglD DTNB: 0

Results for COc1ccc(OC)c(S(=O)(=O)Nc2ccccc2SC)c1 ?
Cneo AK release: 6; ARNT TACC3 PPI: 2; PglD DTNB: 2

Results for CC(C(=O)NC1CCCC1)N(Cc1ccc2c(c1)OCO2)C(=O)c1snc(C(N)=O)c1N (configuration not stated) ?
Cneo AK release: -4; ARNT TACC3 PPI: 12; PglD DTNB: 6

What do the screens show for `CC(C)CNC(=O)c1ccc(Cl)c(Cl)c1`?
Cneo AK release: 2; ARNT TACC3 PPI: -4; PglD DTNB: 1

Filtered by structure: the compounds so far containing two or more sulfur atoms
What do the screens show for `O=C(CSc1nnc2scc(-c3ccccc3)n12)NCc1ccc2c(c1)OCO2`?
Cneo AK release: -1; ARNT TACC3 PPI: 4; PglD DTNB: 0

How did CCOC(=O)c1cnc(SC)nc1Oc1cccc(NS(=O)(=O)c2ccc(Cl)cc2)c1 do in these assays?
Cneo AK release: -10; ARNT TACC3 PPI: -3; PglD DTNB: 5

What do the screens show for `Cc1csc(Sc2ccc([N+](=O)[O-])cc2C(=O)OCC(=O)NC(=O)NC(C)(C)C)n1`?
Cneo AK release: 1; ARNT TACC3 PPI: -11; PglD DTNB: 1

What do the screens show for `Cc1nnc(SCc2nc(N)nc(Nc3ccccc3)n2)s1`?
Cneo AK release: -5; ARNT TACC3 PPI: 9; PglD DTNB: 2

How did CCN(CC)S(=O)(=O)c1ccc(Oc2ccc(S(=O)(=O)N(CC)CC)cc2)cc1 do in these assays?
Cneo AK release: -3; ARNT TACC3 PPI: 2; PglD DTNB: -1

What do the screens show for `O=C(OCc1nc2ccccc2s1)c1cccs1`?
Cneo AK release: 1; ARNT TACC3 PPI: -4; PglD DTNB: 11

What do the screens show for `CCCn1c(SCC(=O)Nc2sc(C)c(C)c2C(=O)OCC)nc2c1c(=O)n(C)c(=O)n2C`?
Cneo AK release: -1; ARNT TACC3 PPI: 3; PglD DTNB: 0

Results for COc1ccc(OC)c(S(=O)(=O)Nc2ccccc2SC)c1 ?
Cneo AK release: 6; ARNT TACC3 PPI: 2; PglD DTNB: 2
